# TDP-43 yeast inh = TDP-43 toxicity inhibition in yeast; TDP-43 expressing yeast growth rescue, BacTiter-Glo, 24 h; Potency, µM (series often up to 46.1 µM), for inactives: top-dose growth rescue (activation), most hits filed as activators; 410,000 compounds, 1.8% hits; AID 652104; further: potency means the concentration at half of the fitted maximal effect; % of control where 0% means no effect; nearly all actives have a fitted effect of over 50% in size
#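 In this qHTS, compounds that restore growth of yeast expressing TDP-43 appear as activators. Cells (OD600=0.02, galactose medium, raffinose-pregrown) are incubated with compound 24 hr at 30 deg C and growth is quantified by BacTiter-Glo.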
# D3 antag = D3 dopamine receptor (human) antagonism; P35462; D3R cells, DiscoveRx beta-arrestin luminescence, antagonist mode; active compounds read low; max response, negative = inhibition, %; 360,000 compounds, 2.5% hits; AID 652054; in the data active means max response below about -50%; inconclusive means no clear call, values can overlap the other calls; further: on the % scale 0 is the no-effect control and ±100 the full control effect; mostly tested at two doses, the higher about 12 µM
# Target sequence (P35462 whole entry, looked up): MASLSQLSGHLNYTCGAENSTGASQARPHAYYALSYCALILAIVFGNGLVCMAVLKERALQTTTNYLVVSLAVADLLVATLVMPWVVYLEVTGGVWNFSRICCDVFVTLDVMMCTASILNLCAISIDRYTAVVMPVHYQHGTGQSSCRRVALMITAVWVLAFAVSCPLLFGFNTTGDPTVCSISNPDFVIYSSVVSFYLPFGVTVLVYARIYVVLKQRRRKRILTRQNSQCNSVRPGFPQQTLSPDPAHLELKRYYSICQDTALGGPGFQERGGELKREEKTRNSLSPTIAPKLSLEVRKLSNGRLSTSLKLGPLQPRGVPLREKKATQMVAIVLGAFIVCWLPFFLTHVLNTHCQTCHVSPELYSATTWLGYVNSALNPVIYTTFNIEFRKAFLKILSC
#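 Cells expressing the human receptor were seeded at 1500 cells/well, incubated overnight at 37 degrees C in 5% CO2, then exposed to library compounds with dopamine controls for 90 minutes at 37 degrees C before luminescent detection.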
# aSyn yeast inh = rescues yeast growth from alpha-synuclein toxicity | Yeast expressing alpha-synuclein, growth rescue, BacTiter-Glo, 24 h | Potency, µM (highest dose often 46.1 µM), inactives show at the highest dose growth rescue (activation), usual class: activators | 370,000 compounds, 0.14% hits; further: potency means the concentration at half of the fitted maximal effect; % of control where 0% means no effect; nearly all actives have a fitted effect of over 65% in size
#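 Rescue of yeast growth: cells expressing toxic alpha-synuclein, induced in galactose at OD600 0.02, incubated with compound 24 h at 30 C. ATP luminescence quantified growth; inhibitors of toxicity appear as activators.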
# GLP-1R inv ag = acts as inverse agonist at human GLP-1 receptor. HEK293 GLP-1R CRE-luciferase, luminescence, 24 h; GLP-1R form is constitutively active. 410,000 compounds, 1.6% hits. P43220. AID 624417. Potency, µM (series often up to 38.3 µM), for the others: at the top dose activity change, negative = inhibition, actives largely listed as inhibitors; further: potency means the concentration at half of the fitted maximal effect; on the % scale 0 is the no-effect control and ±100 the full control effect; nearly all actives have a fitted effect of over 55% in size
# Target sequence (P43220 whole entry, looked up): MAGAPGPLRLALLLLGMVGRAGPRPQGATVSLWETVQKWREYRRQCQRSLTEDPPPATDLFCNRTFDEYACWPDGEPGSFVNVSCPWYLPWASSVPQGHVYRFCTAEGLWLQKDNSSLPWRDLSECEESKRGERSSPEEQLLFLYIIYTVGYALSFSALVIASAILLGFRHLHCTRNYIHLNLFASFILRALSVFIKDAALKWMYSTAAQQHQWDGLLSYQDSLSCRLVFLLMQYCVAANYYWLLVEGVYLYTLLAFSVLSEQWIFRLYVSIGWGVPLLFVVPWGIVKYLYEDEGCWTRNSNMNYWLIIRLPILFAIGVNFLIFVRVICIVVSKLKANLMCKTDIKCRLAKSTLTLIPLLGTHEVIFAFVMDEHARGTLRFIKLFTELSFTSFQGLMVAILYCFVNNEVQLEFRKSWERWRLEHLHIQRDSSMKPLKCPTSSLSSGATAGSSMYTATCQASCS
#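 HEK293 cells stably co-expressing a cAMP-responsive luciferase reporter and constitutively active GLP-1R were seeded, incubated 12 h, then exposed to compounds for 24 h at 37 C. Luminescence was read 12 min after detection reagent; inverse agonists lower signal.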
# GLP-1R agonist = activates the human GLP-1 receptor; P43220; HEK293 GLP-1R CRE-luciferase, luminescence, 4-6 h; cells express a hypersensitive GLP-1R form; Potency, µM (top dose mostly 45.6 µM), for inactives: at the top dose activation, usual class: activators; 380,000 compounds, 0.007% hits; AID 624172; further: potency means the concentration at half of the fitted maximal effect; % of control where 0% means no effect
# PTHR1 agonist = agonists of human PTHR1 parathyroid hormone receptor. Q03431. AID 743266. HEK293 GP2 PTHR1 cells, GloSensor cAMP luminescence, 1 h. Potency, µM (series often up to 115 µM), for the others: top-dose activation, hits mostly activators. 410,000 compounds, 0.075% hits; further: potency means the concentration at half of the fitted maximal effect; nearly all actives have a fitted effect of over 55% in size; some results filed as inactive show a strong effect at the top dose; inactives centre near -15; many of its hits are not listed in these tables
#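 HEK-293-derived GP2 cells expressing PTHR1 and a GloSensor cAMP reporter, 3,000/well, plated overnight, given luciferin plus IBMX (each 0.5 mM as added) for 1 h at 37 °C, then compound for 1 h at 37 °C. Luminescence was read after 15 min at room temperature.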
# DRD3 agonist = D3 dopamine receptor (human) agonism | AID 652048 | 410,000 compounds, 0.58% hits | P35462 | D3R DiscoveRx beta-arrestin cells, luminescence, 90 min | max activation, %; in the data active means max activation above about 30%; further: 0% is about no effect; mostly tested at two doses, the higher about 12 µM
#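 Agonist mode: compounds and dopamine controls were applied to plated cells for 90 min at 37 degrees C after an overnight attachment at 1500 cells/well. Luminescent read-out followed 30 - 60 minutes at room temperature with DiscoveRx detection reagent.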
# HEK293 tox = cytotoxicity in counter-screen for GLP-1R inverse agonists. HEK293 cAMP-luciferase reporter cells, luminescence, 24 h. Potency, µM (highest dose often 38.3 µM), for inactives: at the highest dose activity change, negative = inhibition, most hits filed as inhibitors. 410,000 compounds, 0.13% hits. AID 624418;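 further: loss of luciferase light is scored as toxicity; potency means the concentration at half of the fitted maximal effect; on the % scale 0 is the no-effect control and ±100 the full control effect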
#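 1536-well qHTS counterscreen of the MLSMR; 200 cells/uL, 12 h pre-incubation, 23 nL cpd, 24 h at 37 deg C 5% CO2, luciferase detection reagent, 12 min RT, luminescence. Inhibition = undesired.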
# KB-V1 MDR tox = kills drug-selected multidrug resistant KB-V1 cells | 400,000 compounds, 3.4% hits | Potency, µM (series often up to 46.1 µM), without a hit: top-dose activity change, negative = cytotoxicity, usual class: cytotoxic | AID 1347076 | KB-V1 MDR cells viability, CellTiter-Glo, 72 h; further: potency means the concentration at half of the fitted maximal effect; on the % scale 0 is the no-effect control and ±100 the full control effect; nearly all actives have a fitted effect of over 60% in size
#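 Luminescent ATP read-out (CellTiter-Glo, 10 min) measures survival of drug-selected KB-V1 MDR cells after 72 h, 37 degrees C compound exposure. Medium: phenol-red-free DMEM, 10% FBS. Values from fitted concentration-response curves.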
# The depositor's hits bear a star; i = inactive; ? = inconclusive; / = not tested or not shown; [ ] = another dose, or the depositor's remark. Unless noted, the call rests on the fitted dose curve; in most records, active means well fitted curve in the direction sought with a large enough effect; inconclusive means small, poorly fitted or top-dose-only effect, or another doubt; inactive means no such curve, though single readings can be large; an effect the other way counts as inactive or inconclusive. Some of the compounds tested; count on the stated rates, not on these rows.
# Below each compound – TDP-43 yeast inh, D3 antag, aSyn yeast inh, GLP-1R inv ag, GLP-1R agonist, PTHR1 agonist, DRD3 agonist, HEK293 tox, KB-V1 MDR tox
Cc1ccc(S(=O)(=O)N2CCN(C(=O)c3ccc(OCc4c(C)noc4C)cc3)CC2)cc1
→ -10%, 27, 2%, ?, -4%, -21%, -3, 5%, ?
O=C(CSc1nccc(=O)[nH]1)NC1CCCc2ccccc21 (stereo not given)
→ -17%, -15, -2%, 4%, 1%, -4%, 4, -10%, 25%
O=C(CCl)N1c2ccccc2OCC1c1ccccc1 (stereo not given)
→ 30%, 4, 11%, -3%, -3%, -31%[inhibitor], 2, -16%, ?
CC1(C)CN(c2ccc(F)cc2)C1=O
→ -2%, 12, 2%, 28%, 1%, i, 4, 4%, 2%
COc1ccc(NC(=O)CN(C)C(=O)CCCSc2nc3ccccc3[nH]2)cc1
→ -1%, -8, -5%, -24%, 9%, -5%, -15, 6%, -20%
Cc1cc(-c2nc3ccccc3[nH]2)ccc1N
→ -18%, -16, -19%, ?, -2%, -14%, -2, -16%, -5%
COc1ccc(CCN2CCCn3c2nc2c3c(=O)n(Cc3ccccc3F)c(=O)n2C)cc1OC
→ 6%, 44, -2%, -11%, 2%, i, -1, 34%[activator], -10%
Cc1nc2sc(C(c3ccccc3)N3CC(C)OC(C)C3)c(O)n2n1 (stereo not given)
→ 5%, 9, 8%, 4%, -7%, i, 7, -14%, 13%
O=[N+]([O-])c1cc(Cl)cc(/C=N/Nc2nc3ccccc3s2)c1O
→ -57%[inhibitor], -60*, -10%, ?, 3%, -37%[inhibitor], -18, ?, ?
O=C(Cn1nnc(-c2ccccc2)c1COc1ccc2ccccc2c1)NCC1CC1
→ 24%, ?, -21%, ?, -1%, -3%, -10, 1%, -11%
CCOc1ccc(S(=O)(=O)N2Cc3ccccc3CC2C(=O)NCCCn2ccnc2)cc1 (stereo not given)
→ -2%, 14, 2%, -7%, 1%, -86%[inhibitor], 26, -9%, -3%
Cc1ccc(NC(=O)C(OC(=O)c2ccccc2Cl)c2ccccc2)cc1Cl (stereo not given)
→ -9%, -24, 3%, ?, -4%, i, -5, 17%, -15%
CCN(CC(=O)Nc1c(F)cccc1F)C(=O)CNC(=O)c1sc2ccccc2c1Cl
→ 4%, 9, -4%, 2%, 10%, -33%, 2, 8%, -7%
CN(C)CCCCNCCCNC(=O)/C=N\O
→ -26%, 7, -6%, 5%, 1%, -12%, -2, 27%, 10%
C[C@H](CO)N1C[C@H](C)[C@H](CN(C)C(=O)c2ccncc2)OCc2ccccc2-c2c(n(C)c3ccccc23)C1=O
→ 15%, -9, 5%, -12%, -4%, -9%, -7, -19%, 1%
COc1cccc(-c2oc3c(c2C(=O)OCCN(C)C)C(O)CCC3)c1 (stereo not given)
→ ?, 6, 1%, 18%, -11%, -16%, -6, 5%, ?
CS(=O)(=O)N1CCC(C(=O)N2CCN(Cc3ccccc3)CC2)CC1
→ 9%, 0, -5%, 1%, 7%, i, 4, 10%, 1%
CCN1CCN(CCCNC(=O)c2ccc(NC(=O)C3=C(C)OCCS3)cc2)CC1
→ -7%, 27, -1%, 8%, 8%, i, 1, -10%, ?
Cn1cccc1Cc1nnc(SCC(=O)NCc2ccc(F)cc2)n1-c1ccc(F)cc1
→ -12%, -13, 1%, ?, -5%, 8%, -7, 3%, -10%
Cc1ccc(C(=O)Nc2ccc3oc(-c4ccncc4)nc3c2)c(Cl)c1
→ 13%, /, /, -9%, /, -41%, 18, -11%, -14%
COc1cccc(NC(=O)NNC(=O)C(C)Oc2ccc3ccccc3c2)c1 (stereo not given)
→ -1%, 2, 1%, ?, -2%, -1%, 27, -11%, 2%
COc1cc(/C=N/N=C2/NC(=O)C(CC(=O)O)S2)ccc1OCc1cccc(Cl)c1 (stereo not given)
→ -8%, 4, -1%, 15%, 6%, -4%, 9, 5%, 29%
CCOc1ccc(N2C(=O)Nc3ccccc3C2(O)C(=O)NCc2ccccc2)cc1 (stereo not given)
→ -19%, 4, 1%, 9%, 2%, 7%, -4, 2%, -9%
COc1ccc(F)cc1S(=O)(=O)NCC1CCCO1 (stereo not given)
→ 14%, -1, 1%, 7%, -23%, i, 18, -7%, 24%
CCOc1ccc(C2/C(=C(/O)c3ccc4c(c3)CC(C)O4)C(=O)C(=O)N2CC2CCCO2)cc1 (stereo not given)
→ -25%, -1, -1%, 4%, -2%, -14%, 2, 1%, -10%
CCOc1cc(OCC)nc(S(C)(=O)=O)n1
→ 16%, 7, -7%, 1%, -1%, i, 3, -11%, 1%
COc1ccccc1OCCNC(=O)c1ccc(NC(=O)CC2SC(N3CCCC3)=NC2=O)cc1 (stereo not given)
→ 18%, -10, -1%, 0%, 6%, -17%, -7, -1%, ?
CN1CCN(c2cc(C(F)(F)F)nc3ccc(F)cc23)CC1
→ 4%, 45, 0%, 60%[activator], 25%, i, -2, 3%, -4%
COc1ccccc1Nc1ncnc2c1c(C)c(C)n2CCCN(C)C
→ -4%, -24, -5%, 2.2µM*, 2%, -22%, -2, 55%[activator], -19%
COc1cc(NC(=O)c2ccccc2)cc(OC)c1
→ 0%, 32, 3.5µM*, 1%, 1%, -11%[57.5 µM], 2, -6%, 1%

# Ordered by SMILES length (highest first): some entries from above
# Below each compound – TDP-43 yeast inh, D3 antag, aSyn yeast inh, GLP-1R inv ag, GLP-1R agonist, PTHR1 agonist, DRD3 agonist, HEK293 tox, KB-V1 MDR tox
C[C@H](CO)N1C[C@H](C)[C@H](CN(C)C(=O)c2ccncc2)OCc2ccccc2-c2c(n(C)c3ccccc23)C1=O
→ 15%, -9, 5%, -12%, -4%, -9%, -7, -19%, 1%
COc1ccc(CCN2CCCn3c2nc2c3c(=O)n(Cc3ccccc3F)c(=O)n2C)cc1OC
→ 6%, 44, -2%, -11%, 2%, i, -1, 34%[activator], -10%
COc1ccccc1OCCNC(=O)c1ccc(NC(=O)CC2SC(N3CCCC3)=NC2=O)cc1 (stereo not given)
→ 18%, -10, -1%, 0%, 6%, -17%, -7, -1%, ?
CCOc1ccc(N2C(=O)Nc3ccccc3C2(O)C(=O)NCc2ccccc2)cc1 (stereo not given)
→ -19%, 4, 1%, 9%, 2%, 7%, -4, 2%, -9%
Cc1ccc(NC(=O)C(OC(=O)c2ccccc2Cl)c2ccccc2)cc1Cl (stereo not given)
→ -9%, -24, 3%, ?, -4%, i, -5, 17%, -15%
Cc1nc2sc(C(c3ccccc3)N3CC(C)OC(C)C3)c(O)n2n1 (stereo not given)
→ 5%, 9, 8%, 4%, -7%, i, 7, -14%, 13%
CN1CCN(c2cc(C(F)(F)F)nc3ccc(F)cc23)CC1
→ 4%, 45, 0%, 60%[activator], 25%, i, -2, 3%, -4%
O=C(CSc1nccc(=O)[nH]1)NC1CCCc2ccccc21 (stereo not given)
→ -17%, -15, -2%, 4%, 1%, -4%, 4, -10%, 25%
COc1ccc(F)cc1S(=O)(=O)NCC1CCCO1 (stereo not given)
→ 14%, -1, 1%, 7%, -23%, i, 18, -7%, 24%
COc1cc(NC(=O)c2ccccc2)cc(OC)c1
→ 0%, 32, 3.5µM*, 1%, 1%, -11%[57.5 µM], 2, -6%, 1%
CCOc1cc(OCC)nc(S(C)(=O)=O)n1
→ 16%, 7, -7%, 1%, -1%, i, 3, -11%, 1%
CC1(C)CN(c2ccc(F)cc2)C1=O
→ -2%, 12, 2%, 28%, 1%, i, 4, 4%, 2%

# Next compounds.
# Below each compound – TDP-43 yeast inh, D3 antag, aSyn yeast inh, GLP-1R inv ag, GLP-1R agonist, PTHR1 agonist, DRD3 agonist, HEK293 tox, KB-V1 MDR tox
COc1ccc(CCn2c(=N)c(C(=O)NCCN3CCOCC3)cc3c(=O)n4ccccc4nc32)cc1OC
→ -5%, 7, -3%, 19%, 7%, -20%, 5, -8%, 0%
Cc1nc(NC(C)c2ccccc2)c2c3c(sc2n1)CCC3 (stereo not given)
→ 14µM*, -4, -10%, -8%, 2%, -88%[inhibitor][57.5 µM], 4, 6%, 0%
Nc1nnc(SCC(=O)Nc2nnc(-c3ccccc3)o2)s1
→ 8%, -9, -3%, -1%, 1%, i, -8, -5%, -14%
N#Cc1ccc(C(=O)Nc2cc(C3CC3)nn2-c2ccccc2)cc1
→ 7%, ?, -8%, 9%, -1%, -20%, -13, 14%, ?
CCCN(C1CCS(=O)(=O)C1)S(=O)(=O)c1ccc2ccccc2c1 (stereo not given)
→ 8%, -19, 2%, -10%, 11%, -13%, 5, -2%, -3%
CCSc1nc(N)c(NC(=O)c2ccc(Br)o2)c(=O)[nH]1
→ -9%, 5, 1%, 12%, -20%, -19%, -9, 15%, -11%
CCCc1cnc(N2CCN(C(=O)c3c(-c4ccccc4)noc3C)CC2)nc1
→ 22%, 16, 16%, ?, 15%, -47%[inhibitor], -1, 1%, ?
Cc1ccc(S(=O)(=O)Nc2ccc(S(=O)(=O)NC(C)(C)C)cc2)cc1
→ 4%, -7, -2%, 13%, 0%, i, -4, -6%, 18µM*
O=C(c1ccccc1Br)N1CCN(c2ccccn2)CC1
→ -10%, -11, 2%, 1%, 14%, i, 33*, -8%, 13%
CC(=O)c1ccc(OCc2cc(C(=O)N(C)CCOc3ccc(C)cc3)no2)cc1
→ ?, -12, 2%, 10µM*, 17%, -35%[inhibitor], 0, -7%, -17%
O=C(OCn1nnc2ccccc2c1=O)C1COc2ccccc2O1 (stereo not given)
→ -32%[inhibitor], -19, -4%, 0%, 2%, -7%[57.5 µM], -13, 20%, -1%
